mcGAS inh: inhibitors of mouse cGAS; recombinant cGAS, Kinase-Glo ATP depletion luminescence; inhibition, % at 12.5 µM; hit rate 0.15% among 160,000; AID 1259399;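 note: 0% = negative control wells and 100% = reference inhibitor with no enzyme activity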
NPYLR7 ag: activates Aedes aegypti NPYLR7 receptor; HEK293T NPYLR7/Galpha15, GCaMP6s calcium fluorescence; activation, % at 10 µM; hit rate 0.15% among 270,000; in the data active = activation above about 40%;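 note: 0% = vehicle and 100% = reference agonist at the receptor; some compounds past the cut are filed as inactive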
hcGAS inh: blocks human cGAS activity; inhibition, % at 12.5 µM; recombinant h-cGAS, ATP depletion, Kinase-Glo luminescence; hit rate 0.081% among 290,000; AID 1259398;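 note: 0% = vehicle reaction and 100% = reaction without DNA for no activity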
Target sequence (Q8N884 whole entry, looked up): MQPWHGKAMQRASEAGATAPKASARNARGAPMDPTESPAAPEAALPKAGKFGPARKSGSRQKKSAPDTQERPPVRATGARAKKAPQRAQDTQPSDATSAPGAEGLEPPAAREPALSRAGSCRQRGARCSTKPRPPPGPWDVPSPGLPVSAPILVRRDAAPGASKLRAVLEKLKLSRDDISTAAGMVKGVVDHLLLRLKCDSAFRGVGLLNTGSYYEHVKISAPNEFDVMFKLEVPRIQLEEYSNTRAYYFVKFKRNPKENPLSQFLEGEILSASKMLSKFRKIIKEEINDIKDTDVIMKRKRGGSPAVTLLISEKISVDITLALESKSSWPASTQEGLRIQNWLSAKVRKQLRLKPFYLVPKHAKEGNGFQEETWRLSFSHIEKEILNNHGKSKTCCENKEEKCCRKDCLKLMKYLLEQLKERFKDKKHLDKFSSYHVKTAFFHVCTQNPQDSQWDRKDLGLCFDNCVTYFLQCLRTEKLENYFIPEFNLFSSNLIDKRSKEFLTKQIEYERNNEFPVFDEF
An asterisk follows results filed as active; · = no result given; & = joins results of further samples. Cut-off read from the data, not from the text of the source, unless noted: active = inhibition above about 40%; inactive = the rest.

SMILES	mcGAS inh	NPYLR7 ag	hcGAS inh
CCN(CC)CCN(C(=O)C1=COCCO1)c1nc2cc(C)cc(C)c2s1	-7	-6	-8
Cc1cccc2nc(-c3cccc([N+](=O)[O-])c3)c(NC3CCCCC3)n12	-4	20	-7
CC(C)(C)C1CCC(NC(=O)c2cccnc2Oc2ccc(Cl)cc2)CC1 (stereo not given)	·	-13	-2
Cc1onc(-c2c(F)cccc2Cl)c1C(=O)NCCN1CCCCCC1	-7	-8	-3
Cc1ccc2cc(CN3CCCOCC3)c(=O)[nH]c2c1	·	0	-6
CC[S+](CC)Cc1ccccc1	·	5	-3
COc1cccc(-c2nc(OCc3ccc(F)cc3)nn2-c2cccc(NC(=O)c3ccc([N+](=O)[O-])cc3)c2)c1	-6	7	-11
Cc1nc(Cl)c2c3c(sc2n1)CCCC3	·	-11	9
Cc1ccoc1C(=O)N1CCCn2nc(C(=O)N3CCOCC3)cc2C1	-12	9	-10
COCCCNC(=O)Nc1c[nH]c2ccccc12	-12	1	-9
CC(C)OP(=O)(OC(C)C)C(OC(=O)NC(O)C(Cl)(Cl)Cl)c1ccccc1 (stereo not given)	-1	19	3
O=C(Cc1ccccc1)N1CCn2c(nnc2C(=O)N2CCCCC2)C1	·	6	-7
C/C(=N/N=C1\NC(=O)C(CC(=O)Nc2ccc(Cl)cc2Cl)S1)C(C)C (stereo not given)	·	9	-7
Cc1cc(CNc2cc(N)ncn2)c2[nH]c(-c3ccccc3)c(C)c2c1	·	-1	-5
CC(NC(=O)c1cncn1-c1ccc(-c2cc(C(F)(F)F)cc(C(F)(F)F)c2)cc1)c1ccc(Br)cc1 (stereo not given)	-5	10	1
Cc1ccc(CN2CC(C(=O)N(Cc3nccn3C)C3CC3)CC2=O)cc1 (stereo not given)	·	13	-8
C=c1occc1=C1NN=C(SC(C)C(=O)Nc2ccc3c(c2)CCC3)O1 (stereo not given)	·	-6	1
O=C(c1ccc(CNc2cccc3c2OCCO3)cc1)N1CCCC1	·	-7	-5
Cc1cnc(CNC(=O)C2CC2c2ccc(F)c(F)c2)o1 (stereo not given)	-11	-9&7	-3&-10
CC1CCC(C(C)C)C(OC(=O)C2CCN(S(=O)(=O)c3cccc4nsnc34)CC2)C1 (stereo not given)	-6	-3	-9
O=C(Nc1cccc(F)c1)c1nn(-c2ccccc2)c(=O)n(Cc2cccc(C(F)(F)F)c2)c1=O	-4	12	-3
Cc1cc(C(=O)Nc2cc(-n3c(C)nc4ncccc4c3=O)ccc2F)ccc1[N+](=O)[O-]	-8	9	-8
COCCN1C(=O)CC(CC(=O)N(C)Cc2nc3cc(C)c(C)cc3[nH]2)(c2ccccc2F)C1=O (stereo not given)	-14	2	-8
Cc1nccc(C(=O)Nc2ccc3c(c2)CCC(=O)N3Cc2ccc(Cl)cc2)n1	·	5	-10
CCC(C)Cn1c(-c2ccc(OC)cc2)csc1=Nc1ccccc1 (stereo not given)	-3	-9	-7
COC(=O)c1ccc(C(=O)N2CCN(C(c3ccccc3)c3ccc(Br)cc3)CC2)cc1 (stereo not given)	-4	-4	-5
CC(=O)Nc1cccc(-c2cc(C3(CNCC(C)(C)C)CC3)ccn2)c1	-6	11	-7
COc1ccc(C2=NN(C(=O)CSc3nc(=O)n4ccccc4n3)C(c3ccc(C)cc3)C2)cc1 (stereo not given)	-8	4	-8
CCCc1ccccc1N1C(=O)CSC1c1cccc(NC(=O)c2ccc(Cl)cc2Cl)c1 (stereo not given)	-5	0	-7
Cc1cc(NC(=O)c2ccccc2F)n(-c2ncnc3c2cnn3-c2cccc(C)c2C)n1	-9	5	-5
COc1ccc(S(=O)(=O)Oc2ccc(CNCc3ccc(F)cc3)cc2)cc1	2	-10	1
Cc1ccc(S(=O)(=O)N(C)c2cc(S(=O)(=O)NCCCC(=O)O)c(C)cc2C)cc1	-4	6	-4
CCC(C)(CC(=O)O)CC(=O)Nc1cccc(O)c1 (stereo not given)	·	-2	-7
O=C1CN(Cc2ccc(Br)cc2)C(=O)N1c1ccc(F)cc1	·	6	-7
CCN(CC)CCNC(=O)c1cc2c(=O)n3ccccc3nc2s1	·	6	-6
O=[N+]([O-])c1ccc(C2c3cccn3CCCN2Cc2c(F)cccc2F)cc1 (stereo not given)	·	0	-4
Cc1c(C(=O)NCCCc2ccccc2)oc2c(F)cccc12	·	4	-10
COc1ccc2nc(-c3ccc(NS(=O)(=O)c4cc(C)ccc4OC)cc3)cn2n1	-9	-8	-9
CCOC(=O)c1nn(-c2ccccc2)c(=O)cc1N1CCc2ccccc21	·	5	-2
Cc1c2c(nn1Cc1ccccc1)NC(=O)CC2c1ccnc(C(C)C)n1 (stereo not given)	-19	6	-4
CC(C)(C)N1CC(COc2ccccc2)OC1=O (stereo not given)	·	0	0
CN(Cc1ccccc1)Cc1ccccc1	·	-19	-1
COCCN(CC(=O)N(Cc1ccc(F)cc1)Cc1ccc(C)s1)C(=O)Nc1ccc(C)cc1	0	-2	3
O=C(c1cccc(Br)c1)N1CCN(C(=O)c2cccc(Br)c2)CC1	-8	0	-7
Cn1cnnc1Sc1nc2c(c(=O)[nH]c(=O)n2C)n1Cc1ccccc1	·	19	-9
CCOc1ccc(S(=O)(=O)N2CCCCC2)cc1NC(=O)CCl	·	-4	-6
O=S(=O)(Nc1cccc(Cl)c1N1CCOCC1)c1ccc(F)c(F)c1	·	5	-9
O=C(Nc1cccc([N+](=O)[O-])c1)c1c[nH]c(=O)n(-c2ccc(F)cc2)c1=O	-4	-3	-1
O=C(/C=C/c1cnc[nH]1)NCCNc1cccc2ccccc12	·	-3	3
C#CCn1c(=NC(=O)c2cc(C)nn2CC)sc2c(OC)ccc(OC)c21	-10	5	-6
O=C(NCCc1ccccn1)C(C1CCCC1)N1CCN(C(=O)c2ccc([N+](=O)[O-])cc2)CC1 (stereo not given)	-5	-3	-3
COc1ccc(S(=O)(=O)NCCc2sc3nc(-c4ccc(Cl)cc4)nn3c2C)cc1	-7	-1	-4
CCCNC(=O)c1cc(-c2csc(C)n2)cn1C	-8	10	-12
CCOC(=O)C1(CC2CC2)CCN(C(=O)Cc2c(F)ccc(F)c2F)CC1	-3	15&11	-10&-6
S=c1[nH]c2cc(Br)cnc2[nH]1	·	5	1
CN(Cc1cc(=O)n2c3c(sc2n1)CCCC3)Cc1nc2ccccc2c(=O)[nH]1	-8	-2	-4
COc1cc(S(=O)(=O)NCc2ccco2)c(OC)cc1Br	·	5	-3
CC1(C)Cc2c(cnn2-c2cccc(F)c2)C(NC(=O)/C=C/c2ccco2)C1 (stereo not given)	-10	·	-3
O=c1oc2ccc(NS(=O)(=O)c3ccc(Cl)cc3)cc2s1	1	2	2
Oc1ccccc1C=Nc1ncn[nH]1	-6	2	-14

17 neighbouring records already listed, for reference:
SMILES	mcGAS inh	NPYLR7 ag	hcGAS inh
CC(C)(C)N1CC(COc2ccccc2)OC1=O (stereo not given)	·	0	0
CN(Cc1ccccc1)Cc1ccccc1	·	-19	-1
COCCN(CC(=O)N(Cc1ccc(F)cc1)Cc1ccc(C)s1)C(=O)Nc1ccc(C)cc1	0	-2	3
O=C(c1cccc(Br)c1)N1CCN(C(=O)c2cccc(Br)c2)CC1	-8	0	-7
Cn1cnnc1Sc1nc2c(c(=O)[nH]c(=O)n2C)n1Cc1ccccc1	·	19	-9
CCOc1ccc(S(=O)(=O)N2CCCCC2)cc1NC(=O)CCl	·	-4	-6
O=S(=O)(Nc1cccc(Cl)c1N1CCOCC1)c1ccc(F)c(F)c1	·	5	-9
O=C(Nc1cccc([N+](=O)[O-])c1)c1c[nH]c(=O)n(-c2ccc(F)cc2)c1=O	-4	-3	-1
O=C(/C=C/c1cnc[nH]1)NCCNc1cccc2ccccc12	·	-3	3
C#CCn1c(=NC(=O)c2cc(C)nn2CC)sc2c(OC)ccc(OC)c21	-10	5	-6
O=C(NCCc1ccccn1)C(C1CCCC1)N1CCN(C(=O)c2ccc([N+](=O)[O-])cc2)CC1 (stereo not given)	-5	-3	-3
COc1ccc(S(=O)(=O)NCCc2sc3nc(-c4ccc(Cl)cc4)nn3c2C)cc1	-7	-1	-4
CCCNC(=O)c1cc(-c2csc(C)n2)cn1C	-8	10	-12
CCOC(=O)C1(CC2CC2)CCN(C(=O)Cc2c(F)ccc(F)c2F)CC1	-3	15&11	-10&-6
S=c1[nH]c2cc(Br)cnc2[nH]1	·	5	1
CN(Cc1cc(=O)n2c3c(sc2n1)CCCC3)Cc1nc2ccccc2c(=O)[nH]1	-8	-2	-4
COc1cc(S(=O)(=O)NCc2ccco2)c(OC)cc1Br	·	5	-3

Following part:
SMILES	mcGAS inh	NPYLR7 ag	hcGAS inh
CC(C)N(CCc1ccccc1)C(=O)C1CC=CCC1 (stereo not given)	·	-3	-2
Cc1nc(C2CCN(C(=O)C3C4CC5CC(C4)CC3C5)CC2)no1 (stereo not given)	-16	3	-15
CCOC(=O)c1nn(-c2ccccc2C)c(=O)cc1OS(=O)(=O)c1ccccc1C(F)(F)F	1	8	5
Cc1ccc(F)cc1NC(=O)C1Oc2ccccc2OC1C (stereo not given)	·	15	-14
Cc1c(S(=O)(=O)NC(C)c2ccccc2)c(=O)n(C)c(=O)n1C (stereo not given)	-6	0	-6
CCN1C(=O)NC(c2ccc(OC(F)F)cc2)C(C(=O)OC)=C1C (stereo not given)	·	11	-7
COc1ccc(-c2csc(NCc3ccco3)n2)cc1	·	13	-5
O=C(COC(=O)c1cc(=O)[nH]c2ccccc12)c1ccc2ccccc2c1	-8	21	-8
CCc1ccc(S(=O)(=O)c2cn(C)c3ccccc3c2=O)cc1	0	-2	0
Cc1ccc(Cl)cc1NC(=O)CN1CCc2ccccc2C1	·	3	0
O=C(NC(=S)NN1CCOCC1)c1cc(Br)ccc1Cl	·	5	-5
CCNC(=O)Cn1nnc(Cc2ccc(Cl)c(Cl)c2)n1	·	-1	-7
Cc1[nH]c2ccccc2c1C(Nc1ccccn1)c1cccc(Br)c1 (stereo not given)	·	-4	-8
CCOCCn1c(=O)c2c(nc3n(-c4ccc(F)cc4)c(C)c(C)n23)n(C)c1=O	·	-4	-6
CC(C)c1nccc(CN2CCN(CCN3CCOCC3)CC2)n1	-6	·	-5
COc1cc(OC)cc(C(=O)NCC(=O)N(C)Cc2nc3ccccc3c(=O)[nH]2)c1	·	3	-3
COc1cccc(Cn2c(C(=O)N3CCN(C(=O)CCl)C(C)C3)cc3ccoc32)c1 (stereo not given)	-3	8	-5
CCCc1[nH]n(C)c(=O)c1C1=C(N(C)C2CCCCC2)C(=O)N(Cc2ccc(F)cc2)C1=O	-2	-6	-3
CC1(C)CC(NC2CCN(c3cccc(NC(=O)c4cccc(C(F)(F)F)c4)c3)CC2)CCO1 (stereo not given)	-1	-3	2
Cc1cc2cc(CCNC(=O)c3cccc4ccccc34)c(=O)[nH]c2cc1C	-9	0	-11
CC(C)(Oc1ccc(CCNC(=O)c2ccc(Cl)cc2)cc1)C(=O)NC1CCOC1=O (stereo not given)	-3	-17	-4

2 entries picked at random from the list so far:
SMILES	mcGAS inh	NPYLR7 ag	hcGAS inh
Cc1[nH]c2ccccc2c1C(Nc1ccccn1)c1cccc(Br)c1 (stereo not given)	·	-4	-8
CCOC(=O)c1nn(-c2ccccc2C)c(=O)cc1OS(=O)(=O)c1ccccc1C(F)(F)F	1	8	5

Compounds as they come. About 0.29% of those tested had a hit in this group.
